Assay outcomes deposited in PubChem BioAssay by Broad Institute.
miR122 inh – inhibitors of miR-122 in Huh7 cells | Huh7 miR-122 Renilla luciferase sensor, 48 h; neutral wells = 0, positive control = 100 | activation (reporter increase), % at 12.5 µM | 0.3% of 340,000 active;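 active = mean replicate activation score at least 90 and every replicate individually at or above 90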;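 also: higher luciferase means less miR-122 activity so hits act as miR-122 inhibitors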
Cneo AK release – causes C. neoformans cell lysis. adenylate kinase release luminescence, 4 h; normalised: neutral wells 0, clomiphene wells 100. lysis activity, % at 15 µM. 0.2% of 360,000 active. AID 651654;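 active = mean lysis activity across replicates of at least 80%, whatever share of replicates individually reach that level; inactive = mean lysis activity below 80%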
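Material – Cryptococcus neoformans yeast cells · Quantity – 5 × 10^6 yeast cells/mL · Buffer or medium – YPD medium · Compound – single dose · Timing – 4 h static compound exposure, 37 °C, read 1 h post-reagent · Signal – adenylate kinase release luminescence · Read-out basis – lysis from increased AK signal · Benchmarks – Clomiphene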
PglD DTNB – blocks C. jejuni PglD acetyltransferase activity; inhibition, % at 12.5 µM; 0.098% of 360,000 active; purified PglD enzyme, DTNB colorimetric CoA detection; AID 602405; in the data active = inhibition above about 16%, passing the limit was not always enough; also: strong numbers were not always called active
RAD54 inh – inhibitors of human RAD54 branch migration; inhibition, % at 10.4 µM; RAD54 Holliday junction branch migration, FAM/BHQ fluorescence; 0.14% of 360,000 active;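 active = mean normalized replicate activity at least 40 and at least half of replicates scoring 40 or more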;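 also: 0% = median of neutral control wells and 100% = median of positive control wells; inhibitors cause a drop in the FAM fluorescence signal; in these data hits start at about 50%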
Target sequence (Q92698 whole entry, looked up): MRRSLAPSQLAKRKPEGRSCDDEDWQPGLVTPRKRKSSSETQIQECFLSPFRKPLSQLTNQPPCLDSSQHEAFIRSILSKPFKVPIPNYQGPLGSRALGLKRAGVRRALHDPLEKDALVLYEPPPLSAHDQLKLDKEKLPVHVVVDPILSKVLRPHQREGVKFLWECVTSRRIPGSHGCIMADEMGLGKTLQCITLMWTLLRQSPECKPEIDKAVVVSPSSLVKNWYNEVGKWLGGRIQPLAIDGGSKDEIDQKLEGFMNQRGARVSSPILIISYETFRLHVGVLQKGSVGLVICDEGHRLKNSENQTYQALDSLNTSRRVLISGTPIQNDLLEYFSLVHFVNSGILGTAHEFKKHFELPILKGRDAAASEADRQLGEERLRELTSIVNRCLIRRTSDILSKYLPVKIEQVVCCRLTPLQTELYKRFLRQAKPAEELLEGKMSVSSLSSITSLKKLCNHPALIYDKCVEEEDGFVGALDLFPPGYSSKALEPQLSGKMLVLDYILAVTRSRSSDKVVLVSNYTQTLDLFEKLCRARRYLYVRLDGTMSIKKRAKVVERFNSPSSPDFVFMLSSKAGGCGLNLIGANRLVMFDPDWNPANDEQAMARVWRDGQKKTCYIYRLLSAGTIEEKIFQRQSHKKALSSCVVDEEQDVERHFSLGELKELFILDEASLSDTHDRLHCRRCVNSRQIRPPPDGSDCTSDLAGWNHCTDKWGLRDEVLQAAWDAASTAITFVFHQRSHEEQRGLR
ERAP1 HTS inh – ERAP1 (human) enzyme inhibition; recombinant ERAP1, Leu-AMC fluorescence, 60 min; Q9NZ08; 0.15% of 340,000 active; inhibition, % at 10.7 µM;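 active = mean replicate inhibition of at least 30%, or all replicates individually reaching that 30% level; inactive = mean below 30% and not every replicate reaching it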;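 also: 0% = neutral control wells and 100% = L-leucinethiol positive control wells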
PGC1a acetyl inh – modulators of PGC1a acetylation; U2OS PGC1a acetylation, AlphaScreen anti-acetyl-lysine; with virally co-expressed GCN5 acetyltransferase; inhibition, % at 15.6 µM; 0.17% of 350,000 active;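 active = every replicate shows inhibition of at least 40%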;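 also: 0% = neutral control wells and 100% = positive control wells; some results beyond the cut were filed as inactive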
RAD52 anneal inh – inhibitors of human RAD52 DNA annealing | 0.46% of 360,000 active | recombinant RAD52 DNA annealing, FRET fluorescence | inhibition, % at 18.7 µM | AID 651710 | P43351;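 active = every replicate showing at least 50% inhibition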
E-selectin induc – E-selectin induction on HUVECs. HUVEC E-selectin immunofluorescence imaging; normalized: neutral wells 0, TNF-alpha wells 100. AID 686992. P16581. activation, % at 7.58 µM. 0.37% of 260,000 active;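 active = mean E-selectin-positive cell signal at least 10% of the positive control, reached in at least 60% of replicates, without over 20% cell loss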;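 also: in these data hits start at about 27%; measured in HUVEC primary endothelial cells; signal is the percent of cells scored E-selectin positive by PE staining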
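Read-out: % PE-positive cells | Test system: HUVEC | Doses: One compound dose added by pin transfer | Buffer or medium: EGM-2 over gelatin coat | Signal: Immunofluorescence imaging | Benchmarks: TNF-alpha, DMSO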
* = called active by the depositor; . = no result given; & = joins results of further samples; [ ] = another dose, or the depositor's remark.

Below each SMILES: PGC1a acetyl inh, ERAP1 HTS inh, PglD DTNB, RAD54 inh, RAD52 anneal inh, E-selectin induc, miR122 inh, Cneo AK release
- Cc1ccc(C)n1-c1ccc(-c2nnc3n2CCCCC3)s1
 : -3, ., 2, -8, ., ., -1, -1
- O=C(NCCNCc1cccs1)c1ccccc1F
 : -7, -2, 5, -2, -13, 0.0, -1, 0
- N#C/C(=C\c1c(N2CCCCC2)nc2ccccn2c1=O)C(=O)NC1CCS(=O)(=O)C1 (stereo not given)
 : 10, ., -2, 3, ., ., -1, 4
- CN(C)/C=C1/OC(=O)C(C#N)=C1c1ccc(Cl)cc1
 : 2, 1, 6, -7, -70, ., 4, 1
- COc1ccc(NC(=O)Nc2ccc3c(c2)C(=O)N([C@H](C)CO)C[C@@H](C)[C@H](CN(C)Cc2ccc(C(=O)O)cc2)O3)cc1
 : 7, 0, 0, -5, -3, -4.8, -3[16.7 µM], 5
- CO[C@H]1CN(C)C(=O)c2ccc(NC(=O)C3CC3)cc2OC[C@H](C)N(C(=O)c2cnccn2)C[C@@H]1C
 : 2, 13, 0, 1, -12, -0.1, -10[16.7 µM], -5
- CC(=O)c1ccc(OCCn2c(SCC(=O)O)nc3ccccc32)cc1
 : -10, -2, -2, -17, -11, 0.4, -3, -1
- CN1CCN(c2nc3c(c(=O)n(C)c(=O)n3C)n2Cc2ccccc2F)CC1
 : 6, 2, -4, -3, -17, ., 0, 2
- CSCC[C@H](NC(=O)C(C)(C)Oc1ccc(Cl)cc1)c1nc2ccccc2[nH]1
 : 0, 1, 5, 4, -2, ., 17, 16
- O=C(Nc1ccc(Cl)cc1)c1ccncc1
 : -2, ., -12, 4, ., ., -7, 7
- CO[C@@H]1CN(C)C(=O)c2cc(NC(=O)Nc3cccc(F)c3)ccc2OC[C@H](C)N(C)C[C@@H]1C
 : 3, -3, -1, 0, 16, -0.1, 12[16.7 µM], 99*
- COC(=O)CNS(=O)(=O)c1ccc(C)cc1
 : -3, ., 6, 10, ., ., 0, 4
- C=CCOc1ccc(C(=O)Nc2ncn[nH]2)cc1
 : ., -6, -5, 5, -18, 0.2, 9, -1
- OC(Cn1cccn1)c1ccccc1 (stereo not given)
 : -4, ., -4, -14, ., ., -1, 3
- Cc1ccc(N2CC(C(=O)N3CCCCCC3)CC2=O)cc1 (stereo not given)
 : 5, -2, -6, 2, -10, -0.5, -6, -1
- C[C@@H]1CCCCO[C@H](CN(C)Cc2ccc(C(F)(F)F)cc2)[C@@H](C)CN([C@@H](C)CO)C(=O)c2cc(NC(=O)Nc3ccccc3)ccc2O1
 : 1, ., 1, -11, ., 0.0, -12[16.7 µM], 1
- Cc1cc2c(c(=O)o1)C(C1C=CCCC1)C(C#N)=C(N)O2 (stereo not given)
 : -3, ., 2, -13, ., ., -4, 2
- C[C@@H]1CCCCO[C@@H](CN(C)Cc2ccncc2)[C@@H](C)CN([C@H](C)CO)C(=O)c2cc(NS(=O)(=O)c3cccs3)ccc2O1
 : -1, 0, -1, 7, -12, 3.2, 8[16.7 µM], 1
- Cc1ccc(S(=O)(=O)NCC2CCC(C(=O)NCc3cccnc3)CC2)cc1 (stereo not given)
 : -3, 16, ., ., -10, 25, 5, .
- Nc1c(-c2ccc(Cl)cc2)cnn1-c1ccccc1
 : -2, -1, -7, -4, -14, 0.1, -5, -3

The closing 3 entries of the part before come first, to join the parts.
Below each SMILES: PGC1a acetyl inh, ERAP1 HTS inh, PglD DTNB, RAD54 inh, RAD52 anneal inh, E-selectin induc, miR122 inh, Cneo AK release
- C[C@@H]1CCCCO[C@@H](CN(C)Cc2ccncc2)[C@@H](C)CN([C@H](C)CO)C(=O)c2cc(NS(=O)(=O)c3cccs3)ccc2O1
 : -1, 0, -1, 7, -12, 3.2, 8[16.7 µM], 1
- Cc1ccc(S(=O)(=O)NCC2CCC(C(=O)NCc3cccnc3)CC2)cc1 (stereo not given)
 : -3, 16, ., ., -10, 25, 5, .
- Nc1c(-c2ccc(Cl)cc2)cnn1-c1ccccc1
 : -2, -1, -7, -4, -14, 0.1, -5, -3
- CC(C)NC(=O)N[C@H]1CC[C@H](CCNS(=O)(=O)c2ccc(Cl)cc2)O[C@H]1CO
 : -13, -1, 0, -5, -5, -0.1, ., 8
- N#Cc1c(N)nc2c(c1-c1ccc(F)cc1)CCC2
 : 9, 15, 8, 0, -20, 0.3, -5, 0
- COc1ccc(S(=O)(=O)N(C)C[C@H]2OCCCC[C@H](C)Oc3ccc(NC(=O)Nc4ccc(C(F)(F)F)cc4)cc3C(=O)N([C@@H](C)CO)C[C@H]2C)cc1
 : -9, -3, 6, -1, -13, 0.0, -1[16.7 µM], -4
- C[C@@H]1CN([C@@H](C)CO)C(=O)c2cc(-c3cncnc3)cnc2O[C@@H]1CN(C)C(=O)Cc1cccnc1
 : -10, -7, 7, 3, 16, 0.0, 3[16.7 µM], 56
- O=C(COC(=O)C1CCC(=O)N1)Nc1ccccc1OC(F)F (stereo not given)
 : -11, -1, -1, -3, -20, -0.1, -2, 0
- COC(=O)c1ccc([N+](=O)[O-])cc1N1C(=O)C2C3CCC(C3)C2C1=O (stereo not given)
 : 8, 1, 3, 1, -10, ., 0, 3
- CCOC(=O)c1c(C)cc(=O)oc1C
 : 8, ., 1, -15, ., ., -11, 0
- O=C(Nc1ccc(F)cc1)Nn1cnnc1
 : 14, 1, 1, 2, -6, 0.0, -3, -4
- O=C(NC1(C(=O)NC2CCCCC2)CCCCC1)c1ccc2c(c1)OCO2
 : -4, ., 4, 5, ., ., -24, 2
- CCOCN(C(=O)Cn1c(CO)nc2ccccc21)c1c(C)cccc1CC
 : 5, ., -1, -6, ., ., 2, 0
- O=C(C[C@H]1CC[C@@H]2[C@H](COC[C@H](O)CN2Cc2cccc(-c3ccncc3)c2)O1)N1CCN(c2ccccc2)CC1
 : -7, -2, -3, 0, 8, 0.0, -6[16.7 µM], 2
- O=S(=O)(Nc1ncccn1)c1ccc(-n2cnnn2)cc1
 : ., -1, -1, 6, -7, 4.7, ., 2
- Cc1c(CN2CCN(c3cccc(C(F)(F)F)c3)CC2)c(=O)n(-c2ccccc2)n1C
 : -4, ., ., 4, ., ., -5, 6
- Cc1ccc(Cl)c2c1NC(=O)C2=O
 : 4, 1, -1, 11, -14, 0.2, -6, 0
- COc1cc(Br)c(-c2sc(Nc3ccccc3)n[n+]2-c2ccccc2)cc1OC
 : 7, 4, 2, -4, -18, 1.3, 9, 0
- CCN(C(=O)CSc1ncccn1)c1c(N)n(Cc2ccccc2)c(=O)[nH]c1=O
 : -1, -2, -1, -5, -15, 0.1, -5, 3
- O=C(COc1ccccc1F)N1CCc2ccccc2C1
 : -4, 1, 1, 0, -3, -0.2, -32, 12
- COc1ccc2c3c(n(C)c2c1)[C@H](CO)NCC31CCN(Cc2ccncc2)CC1
 : -5, -2, ., ., -7, -0.1, ., .
- Cc1cc2nccc(-c3ccc(OCCCF)cc3)n2n1
 : 0, 14, -1, 0, 0, 0.0, 2, 3
- CC(C)C(=O)Nc1c2c(nn1-c1ccc(F)cc1)CSC2
 : -8, 0, 5, -4, -19, ., -11, -1
- CCOc1ccccc1C(=O)Nc1cc2c(cc1N1CCCC1)n(CC)c(=O)n2CC
 : -23, 0, 4, 3, 6, ., ., -16
- CC(C)NC(=O)N(C)C[C@@H]1OCc2ccccc2-c2ccccc2C(=O)N([C@@H](C)CO)C[C@@H]1C
 : 1, -1, 5, -5, 10, -0.3, ., -2
- Cc1cccc(OCC(=O)NNC(=O)c2cc3ccccc3oc2=O)c1
 : -10, ., -6, 7, ., ., -4, -4
- CCOC(=O)[C@H]1[C@H]2COc3ccc(Cl)cc3[C@@H]2N2C(=O)c3ccc(C)cc3NC(=O)[C@@]12C
 : 0, ., -2, -3, -5, -0.5, -5, 3
- CN(C)S(=O)(=O)c1ccc(C(=O)NNC(=O)C23CC4CC(CC(C4)C2)C3)cc1
 : 5, 0, -3, -17, -2, ., -6, -3
- CCC[C@H]1CN(Cc2ccccc2)C(=O)[C@@H]1CC(=O)NC
 : -1, 1, 1, 1, -2, 0.0, -3, 3
- COc1ccccc1NC(=O)c1sc2nc3n(c(=O)c2c1C)CCC3
 : -4, -4, 1, -15, -8, ., 7, 0
- Cc1nn(-c2cccc(Cl)c2)c2c1C(c1cccnc1)C(C#N)=C(N)O2 (stereo not given)
 : -15, ., 9, -11, ., ., ., 0
- CNC[C@H]1Oc2cc(Br)ccc2S(=O)(=O)N([C@@H](C)CO)C[C@@H]1C
 : 3&2&-10, 6&3&3, 7&0, -7&-4&7, -20&-12&7, 0.2&0.0, -3, 1&0&-2
- Cc1ccc(C(C)C)c(OCC(=O)OCc2c(C)noc2C)c1
 : 6, 3, -1, 1, -6, ., -2, -2
- CN(C)/C=C(\C(=O)c1cccc(Cl)c1)c1nnnn1-c1ccccc1
 : ., -2, -3, -3, 0, ., 0, 0
- Nc1c(C(=O)O)sc2nc3c(cc12)CCCC3
 : -5, ., 5, 7, -25, ., -1, -3
- COc1ccc(NS(=O)(=O)c2cccc(NC(=O)COc3ccccc3[N+](=O)[O-])c2)cc1
 : -11, -13, -5, 1, -9, -0.3, 146*, 0
- O=C(O)c1cccc(NS(=O)(=O)c2cccc3nsnc23)c1
 : 11, 1, 12, -19, -5, ., -3, -2
- O=C(NCCc1ccncc1)[C@H]1[C@H](CO)[C@H]2Cn3c(ccc(-c4ccncc4)c3=O)[C@H]2N1C(=O)C1CC1
 : ., 2, 4, -5, 12, -0.4, 2[16.7 µM], 0
- O=C(NC1CCCC1)N1CCCCN2[C@H](CO)[C@@H](c3ccc(-c4cccnc4)cc3)[C@H]2C1
 : 0, 1, -1, -5, 4, 0.0, -4[16.7 µM], 46
- C[C@H]1CCCCO[C@@H](CN(C)S(=O)(=O)c2cn(C)cn2)[C@@H](C)CN([C@@H](C)CO)C(=O)c2cc(NC(=O)NC3CCCCC3)ccc2O1
 : -1, -1, 3, -1, 22, -0.1, 3[16.7 µM], 0
- COc1ccccc1Cn1c(=S)[nH]c2cc(C(=O)N3CCN(c4ccccc4OC)CC3)ccc2c1=O
 : 3, -1, -1, -4, -21, ., -3, -18
- CCN(CC(=O)Nc1c(F)cccc1F)C(=O)c1ccc2c(c1)C(=O)N(c1ccccc1C)C2=O
 : ., -8, 7, -3, -58, 0.1, -2, -1
- COc1ccccc1NCCC(=O)OCC(=O)Nc1cc([N+](=O)[O-])ccc1F
 : -2, 2, 1, 0, -8, 0.0, -2, 0
- CC(=O)[C@H]1CC[C@H]2[C@@H]3C=CC4=CC(=O)CC[C@@]4(C)[C@@H]3CC[C@]12C
 : 7, -3, 2, -8, -11, 6.4, -1, -2
- Clc1cccc(Nc2ncnc3ccc(Br)cc23)c1
 : 10, 5, -3, 6, -18, ., 6, -2
